Bioassay records: PubChem BioAssay, several laboratories
HIF activator – HIF pathway transcriptional activation; U2OS HRE-luciferase reporter, luminescence; normalized: DMSO 0%, desferrioxamine 100%; 0.32% of 300,000 active; AID 1910; activation, % at 7.5 µM (by protocol);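 active = mean activation of at least 10% of the iron chelator positive control signal, with at least half of replicates also reaching 10%; inconclusive = mean and replicate majority disagree about reaching 10%; inactive = mean and most replicates under 10%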
GSK3A inh – blocks human GSK-3 alpha kinase | ADP-Glo luminescence, 60 min | inhibition, % at 10 µM | 0.1% of 320,000 active;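 in the data active = inhibition above about 50%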;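 also: GST-tagged GSK-3 alpha with peptide substrate and 25 µM ATP; 0% = DMSO neutral wells and 100% = GW8510 positive control wells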
Target sequence (P49840 whole entry, looked up): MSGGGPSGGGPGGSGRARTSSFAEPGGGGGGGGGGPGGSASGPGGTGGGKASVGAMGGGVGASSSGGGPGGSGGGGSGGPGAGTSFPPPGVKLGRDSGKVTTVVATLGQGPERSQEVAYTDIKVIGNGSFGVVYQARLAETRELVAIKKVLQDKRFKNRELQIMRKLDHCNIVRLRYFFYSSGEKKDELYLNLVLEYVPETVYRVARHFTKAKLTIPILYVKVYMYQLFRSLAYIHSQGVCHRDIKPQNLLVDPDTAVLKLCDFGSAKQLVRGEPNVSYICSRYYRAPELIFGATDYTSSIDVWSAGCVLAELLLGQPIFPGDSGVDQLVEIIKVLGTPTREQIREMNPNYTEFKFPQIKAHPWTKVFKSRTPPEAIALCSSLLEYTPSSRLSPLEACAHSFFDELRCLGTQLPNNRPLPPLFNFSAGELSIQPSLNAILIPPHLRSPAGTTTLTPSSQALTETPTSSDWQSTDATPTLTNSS
KLF5 inh – suppresses KLF5 promoter-driven expression; DLD-1 KLF5 promoter-luciferase reporter, luminescence; inhibition, % at 5 µM; 0.23% of 290,000 active; AID 1700;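 active = inhibition above a per-plate limit of that plate's mean compound inhibition plus 3 SD, cut at about 60% in these data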;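 also: 0% = DMSO wells and 100% = LY294002 at 200 µM; higher means less KLF5 promoter-driven luciferase light; inactives centre near -14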
HSF1 activator – increases HSF-1 driven luciferase reporter signal. NIH3T3-HGL HSF-1 luciferase reporter, MG132, 8 h; 100% = twice DMSO control signal. activation, % at 9 µM. 1.7% of 300,000 active. AID 504408;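 active = mean replicate activation of at least 50% with a set share of replicates each reaching 50%; inconclusive = only one of those two conditions met; inactive = mean below 50% and too few replicates reaching it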;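 also: 0% = median of the neutral control wells and 100% = twice that signal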
HSP90 inh – HSP90 refolding inhibition in rabbit reticulocyte lysate; 0.91% of 290,000 active; luciferase refolding luminescence, 3 h; inhibition, % at 5.6 µM; AID 1789;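 active = inhibition above the screen-wide mean plus 3 SD, computed separately per campaign, cut at about 16% in these data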;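 also: 0% = DMSO wells and 100% = 60 µM geldanamycin wells; inhibitors lower the luminescence because luciferase stays unfolded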
HSF1 inh – HSF1 inhibition; NIH3T3-HGL HSE-luciferase, MG132-induced, luminescence 8 h; hits give low values; activity change, negative = inhibition, % at 7.5 µM (by protocol); 0.77% of 300,000 active;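 active = more than half of replicate wells show activity change below -50%, luminescence cut by over half; inconclusive = some wells, but at most half, below -50%; inactive = no replicate well below -50%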;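 also: luciferase reports HSF-1 transcriptional activity via heat shock element; 0% = median of DMSO wells and -100% = zero luminescence signal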
AI-2 QS mod – Vibrio harveyi AI-2 quorum sensing modulation | Vibrio harveyi JMH597 AI-2 luminescence/OD600 ratio, 9 h; hits give low values; strain lacks LuxN and CqsS sensors; 0 = neutral-control median | activity change, % at 7.5 µM | 0.4% of 300,000 active | AID 2094; in the data active = activity change below about -75%, passing the limit was not always enough; inconclusive = no clear call, values can overlap the other calls;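 also: luminescence divided by OD600 gain over 9 h not by final OD600 alone; inactives centre near 13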
IEC-6 tox – counter-screen for KLF5 inhibitors: cytotoxicity in IEC-6 cells. IEC-6 cytotoxicity, luminescence viability. inhibition, % at 5 µM. 0.78% of 290,000 active; in the data active = inhibition above about 22%;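 also: 0% = plate median of test compound wells and 100% = cytotoxic reference compound wells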
GSK3B inh – human GSK3beta kinase inhibition | GST-GSK3beta kinase, ADP-Glo luminescence, 60 min; hits give low values | activity score (negative = inhibition), % at 10 µM | 0.038% of 300,000 active;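 active = more than half of replicate wells score below -50%, meaning over 50% inhibition versus plate controls; inconclusive = some replicates but at most half score below -50%; inactive = no replicate scores below -50%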;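 also: 0% = median DMSO wells and -100% = median GW8510 positive control wells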
Target sequence (P49841 whole entry, looked up): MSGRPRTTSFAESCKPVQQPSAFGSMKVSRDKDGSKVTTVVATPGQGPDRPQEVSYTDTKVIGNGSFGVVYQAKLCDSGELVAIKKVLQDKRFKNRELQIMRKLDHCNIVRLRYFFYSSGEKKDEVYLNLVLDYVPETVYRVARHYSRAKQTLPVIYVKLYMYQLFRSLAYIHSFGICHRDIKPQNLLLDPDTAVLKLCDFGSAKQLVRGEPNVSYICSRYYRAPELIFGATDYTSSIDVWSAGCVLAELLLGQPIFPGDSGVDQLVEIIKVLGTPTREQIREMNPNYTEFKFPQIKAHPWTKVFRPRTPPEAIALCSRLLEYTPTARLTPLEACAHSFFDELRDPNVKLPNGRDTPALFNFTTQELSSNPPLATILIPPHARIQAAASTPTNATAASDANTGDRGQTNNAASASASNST
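Assay system: GST-fused GSK3beta enzyme, cell-free / Medium: Tris pH 7.5 buffer with MgCl2, DTT, BSA, heparin / Also added: peptide substrate plus 25 µM ATP (final) / Compound: 10 µM single point / Timing: kinase reaction with compound 60 min at room temperature / Detection: ADP-Glo luminescence / Benchmarks: DMSO neutral wells and GW8510 at 20 µM as positive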
aSyn UTR inh – MLPCN primary screen, SNCA 5' untranslated region. alpha-synuclein 5'UTR reporter, inhibitor activity. inhibition, % (tested at 7.5 µM). 0.82% of 300,000 active; in the data active = inhibition above about 60%; inconclusive = no clear call, values can overlap the other calls;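 also: H4 neuroglioblastoma cells stably carrying SNCA 5'UTR luciferase fusion; 0% = DMSO wells and 100% = positive control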
Active calls of the source: *; ? = inconclusive; nt = not tested or not shown.

mol	HIF activator	GSK3A inh	KLF5 inh	HSF1 activator	HSP90 inh	HSF1 inh	AI-2 QS mod	IEC-6 tox	GSK3B inh	aSyn UTR inh
CN1CCN(C(=O)CNC(=O)Cc2ccc(Cl)cc2)CC1	0.7	-4	-18	-4	-1	-4	16	-2	1	1
C=CCC1(C(=O)N(C)Cc2ccccc2)CCN(C(=O)OC(C)(C)C)CC1	-0.4	-4	nt	5	nt	-5	16	nt	1	-1
COc1cc(C(=O)OC(C)C(=O)NC2CCCCC2C)c([N+](=O)[O-])cc1OC (stereo not drawn)	-14	6	nt	3	nt	3	2	nt	1	9
CC(=O)Nc1ccc(S(=O)(=O)Oc2ccc(N3C(=O)C4CCCCC4C3=O)cc2)cc1 (stereo not drawn)	-0.1	-2	-15	-4	2	-7	11	-4	-3	-4
CCOc1ccc(CNCc2ccccc2Cl)cc1	1.7	-2	-8	19	-1	5	10	1	2	-53
CCCNc1cc(C)c(C#N)c2nc3ccccc3n12	nt	0	-22	nt	1	nt	nt	4	nt	nt
Cc1cc(Br)ccc1NC(=O)CN(C)C(=O)Cn1c(=O)cnc2ccccc21	0.0	-3	0	0	-3	-10	31	0	3	15
Cc1cccc(NC(=O)CCCNC(=O)c2ccc(Cl)cc2)n1	0.0	-2	-5	34	-4	16	18	4	0	3
Cc1ccc(C)c2[nH]c(=O)c(CN(Cc3cccs3)C(=S)NCc3ccco3)cc12	-1.6	-1	-10	77*	4	48	32	-12	2	-15
O=C1CCc2ccccc2N1	0.0	-1	-2	-13	0	1	-7	1	-1	-2
CC(C)[C@H](NC(=O)c1ccccc1F)C(=O)Nc1ccc(F)c(F)c1	-5.6	-2	-23	16	1	2	4	-3	0	-1
CCN(Cc1ccccc1)S(=O)(=O)c1ccc(C(=O)N(CCCN(C)C)c2nc3cc(C)cc(C)c3s2)cc1	0.0	-2	nt	13	nt	7	6	nt	5	-13
O=C(NC1CCCCC1)c1cccc(Cn2cc(Cl)cn2)c1	-0.3	-4	1	17	0	3	24	4	0	33
O=C(CNc1cccc2ccccc12)N/N=C/c1ccc([N+](=O)[O-])o1	0.4	-3	-11	41	2	9	?	-1	-1	11
Cc1ccc(C(=O)NC(C(=O)Nc2ccccc2)c2ccccc2)cc1 (stereo not drawn)	0.1	-1	-44	0	-1	5	13	0	3	7
O=C(Nc1ccc(N2CCN(C(=O)c3ccco3)CC2)cc1)C(c1ccccc1)c1ccccc1	-0.3	-2	-38	0	4	6	39	2	4	21
COc1ccc(S(=O)(=O)N2CCC(C(=O)N3CCCCCC3)CC2)cc1	-0.5	2	-10	-6	4	-10	28	-1	3	1
Cc1ccc(C2(c3noc(CN4C[C@@H](C)O[C@@H](C)C4)n3)CCCC2)cc1	-0.4	-1	-19	-23	3	4	-2	4	3	-10
CC(C)C(CCNC(=O)CN1C(=O)c2ccccc2C1=O)c1ccco1 (stereo not drawn)	0.0	-5	-15	11	1	-2	-84*	0	-3	9
O=C(c1ccc(S(=O)(=O)N2CCCC2)cc1)N1CCCc2ccccc21	-0.1	-1	-3	44	1	7	23	6	-2	10
Cc1ccc(/C=N/NC(=O)C2(O)c3ccccc3-c3ccccc32)o1	-0.1	-3	-11	-4	0	-6	24	0	0	3
Cc1ccc(S(=O)(=O)CC(=O)Nc2nnc(C)s2)cc1	0.0	-3	-13	1	0	-3	23	-1	-1	18
Cc1cc(=O)[nH]c2ccccc12	-0.2	-4	-36	-14	0	-10	13	-2	1	7
CC1(C)CC(=O)C2=C(C1)Nc1ccccc1[S@]2=O	0.3	-7	2	2	-3	-10	-6	-8	-2	21
O=C1COc2ccc(NC(=O)c3ccccc3C(=O)O)cc2N1	-0.1	0	0	9	6	2	8	-6	0	6
Cc1ccccc1-c1nc(CS(=O)(=O)CC(=O)NCCCN2C(C)CCCC2C)c(C)o1 (stereo not drawn)	0.0	1	-34	-22	-10	-5	22	-8	1	3
COc1ccc2cc(C(=O)C3CCCN(Cc4cnc(N5CCOCC5)s4)C3)ccc2c1 (stereo not drawn)	-1.4	0	17	13	1	-1	36	4	3	32
c1ccc2c(c1)oc1c(N3CCOCC3)ncnc12	1.0	1	-6	7	1	-3	25	1	3	-14
COc1ccc([C@H]2C=C(C(=O)O)O[C@@H](OCCCCO)C2)cc1	0.1	-6	nt	-7	nt	-4	48	nt	-1	13
Cc1ccc(-n2ncc(-c3nnc(SCC(=O)NC4CCCC4)o3)c2N)cc1C	2.3	1	7	25	5	9	8	4	-2	-34
O=C(CSc1n[nH]c(=O)n1-c1ccccc1)Nc1ccccc1	0.6	0	2	6	3	-5	24	2	1	20
COc1nc(N(C)C)nc(N2CC(=O)N(CCNS(=O)(=O)c3ccc(C)cc3)C2=N)n1	0.3	5	-19	11	2	10	23	4	3	-27
Cc1ccccc1-c1nnc(SCC(=O)N(CC(C)C)c2c(N)n(CC(C)C)c(=O)[nH]c2=O)n1C	-0.1	5	-2	10	-5	-2	10	-12	0	-8
Cc1cc(C)nc(-n2nc(C)cc2NC(=O)CN2CCC(C)CC2)n1	-0.2	-3	-14	18	3	10	14	0	1	4
Cc1c([N+](=O)[O-])c(C(=O)NC2CCCC2)nn1C	-0.7	nt	-6	-8	5	-6	13	-1	-2	-1
O=C(c1ccc2c(=O)n3c(nc2c1)CCC3)N1CCCSC1=Nc1ccccc1	0.4	-2	nt	-4	nt	0	13	nt	-3	-14
O=C(NCc1nc2ccccc2[nH]1)C1=C[C@H](c2csc3ccccc23)C[C@H](OCc2ccc(CO)cc2)O1	-0.2	9	nt	17	nt	5	35	nt	-3	7
COc1ccc(NC(=O)CSc2nnc(-c3ccccc3C)n2N)cc1OC	-0.2	nt	-17	-4	-2	-4	24	-6	1	13
CC(C)=CCN1CCN(Cc2cccc3c2OCO3)CC1CCO (stereo not drawn)	-0.6	nt	10	1	1	-6	-7	0	-1	12
COC(=O)c1sc2nc[nH]c(=O)c2c1C	0.5	2	-19	-2	6	-4	42	5	-2	-1
O=C(O)Cc1c[nH]c2cccc(O)c12	0.0	-2	-12	-3	-1	-3	11	-15	-1	-9
C=CCN1C(=O)/C(=C/c2ccc(OC)cc2)S/C1=N/c1nccs1	-0.3	0	-2	23	0	2	0	0	4	24
CCn1cc(SCC(=O)NCC2CCCO2)c2ccccc21 (stereo not drawn)	0.5	0	nt	5	nt	1	16	nt	1	-15
CC(C)c1ccc(NC(=O)[C@@H]2CCC(=O)N2C2OC(=O)c3ccccc32)cc1 (stereo partly drawn)	2.4	0	-88	18	-1	4	6	9	5	-79
COc1ccc(NCCc2ccccn2)cc1	3.4	0	-36	6	-1	-1	-1	-4	-4	-134
COc1ccc(OC)c(-n2c(=S)[nH]c3cc(C(=O)N4CCCCC4)ccc3c2=O)c1	0.1	-2	5	3	-3	-9	25	-4	1	27
O=C(NCc1ccccc1)C1CCC(=O)N(CCCN2CCCC2=O)C1 (stereo not drawn)	0.2	-2	-12	6	-2	-3	14	3	-3	-3
COc1ccc(C(=O)NCC(=O)N2CCN(c3ccc(F)cc3)CC2)cc1	-0.5	-2	-45	-4	-4	0	13	-4	1	2
CC(=O)c1cccc(NC(=O)CN(c2ccccc2)S(C)(=O)=O)c1	0.0	1	-2	-2	0	-5	14	2	-2	16
O=C(CN(C(=O)CCC(=O)Nc1nccs1)c1ccccc1F)NCc1ccc2c(c1)OCO2	-0.3	2	24	-6	0	2	8	2	2	24
Cc1ccc(S(=O)(=O)N2CCN(C(=O)CSc3ccc(F)cc3)CC2)cc1	-1.1	-2	-3	-9	0	16	17	-2	5	3
O=c1c2sccc2nc(SCc2cc(=O)n3cc(Br)ccc3n2)n1Cc1ccccn1	0.9	-3	-7	35	2	16	18	-4	0	-90
CCc1ccc(C(=O)COC(=O)c2cc([N+](=O)[O-])ccc2N2CCOCC2)cc1	1.3	-1	nt	-14	nt	1	31	nt	6	-41
O=C(O)CCc1ccc(-c2cccs2)n1NC(=O)c1ccc(O)cc1	0.0	3	-19	-10	0	6	12	-1	-1	18
CCc1c(C)c2ccc(O)c(CN3CCCC3)c2oc1=O	-2.6	-4	-61	4	-6	-7	4	-5	1	-7
COCCn1c(SCC(=O)Nc2ccc(S(=O)(=O)N3CCOCC3)cc2)nc2ccccc21	-0.1	-1	2	5	-3	-6	19	0	0	25
COc1ccc(C(=O)N(Cc2nc(-c3ccc(C)cc3)no2)C(C)C)cc1OC	-0.2	-3	-12	8	-1	0	9	3	0	23
CCCNC(=O)c1ccccc1NS(=O)(=O)c1ccc(OC)c(OC)c1	-0.1	2	-3	-2	0	-6	7	2	3	19
O=C(Nc1ccc(C(=O)Oc2ccccc2)c(O)c1)c1ccco1	2.8	-1	-112	38	-1	25	-18	-2	-1	-119
O=[N+]([O-])c1cc(CN2CCCC2)c2cccnc2c1O	nt	-5	-29	nt	-1	nt	nt	-9	nt	nt

(next part)
mol	HIF activator	GSK3A inh	KLF5 inh	HSF1 activator	HSP90 inh	HSF1 inh	AI-2 QS mod	IEC-6 tox	GSK3B inh	aSyn UTR inh
COCCCn1c(C(=O)NCCN2CCOCC2)cc2c(=O)n3ccccc3nc21	0.2	-2	-31	-15	-2	-6	29	4	-3	-4
Fc1ccccc1N1CCN(C(c2ccncc2)c2nnnn2C2CCCC2)CC1 (stereo not drawn)	-0.1	-1	-42	21	-2	-1	6	3	1	-17
Cc1ccc(SCC(=O)O/N=C(\N)c2cccc([N+](=O)[O-])c2)cc1	0.3	3	20	24	-1	6	15	-5	4	-4
CCOC(=O)C1=C(CNCc2ccc(C)cc2)NC(=O)NC1c1ccc(OC)cc1 (stereo not drawn)	2.6	2	11	16	6	11	25	16	5	-3
O=C(CN1C(=O)CSc2ccccc21)NC1CCCC1	-0.3	-2	-27	-6	2	-3	6	11	-4	16
Cc1ccccc1Nc1nc(-c2sc(NC(=O)c3cccc(Cl)c3)nc2C)cs1	3.0	3	-138	-1	78*	24	25	4	-2	-145
Cc1nc(=S)n(-c2ccccc2)[nH]1	-0.3	0	-4	8	0	-3	12	-6	0	2
Cc1ccc(SC(C)c2nc(-c3ccncc3)no2)cc1 (stereo not drawn)	0.2	5	-42	-4	1	1	16	-4	1	-9
COc1ccccc1OC(C)C(=O)O (stereo not drawn)	0.3	-2	-27	-2	0	-7	18	-5	3	23
NNS(=O)(=O)c1ccc(Cc2ncc(C(F)(F)F)cc2Cl)s1	0.2	-1	-15	-5	-5	-3	-13	-2	2	1
C=CCNc1nc(C(=O)OCC(=O)Nc2c(Cl)cccc2C(F)(F)F)cs1	-17	-1	nt	5	nt	-1	33	nt	1	0
